# Screening results as filed in PubChem.
# D1 antag = antagonists of human D1 dopamine receptor; P21728; HEK293 TREx D1 cells, calcium flux, dopamine EC80; hits give low values; activity change, negative = inhibition, % at 10 µM; actives 3.2% (n = 360,000); AID 504652; in the data active = activity change below about -30%; also: % is scaled to controls: 0 for no effect and ±100 for the full control effect
# Target sequence (P21728 whole entry, looked up): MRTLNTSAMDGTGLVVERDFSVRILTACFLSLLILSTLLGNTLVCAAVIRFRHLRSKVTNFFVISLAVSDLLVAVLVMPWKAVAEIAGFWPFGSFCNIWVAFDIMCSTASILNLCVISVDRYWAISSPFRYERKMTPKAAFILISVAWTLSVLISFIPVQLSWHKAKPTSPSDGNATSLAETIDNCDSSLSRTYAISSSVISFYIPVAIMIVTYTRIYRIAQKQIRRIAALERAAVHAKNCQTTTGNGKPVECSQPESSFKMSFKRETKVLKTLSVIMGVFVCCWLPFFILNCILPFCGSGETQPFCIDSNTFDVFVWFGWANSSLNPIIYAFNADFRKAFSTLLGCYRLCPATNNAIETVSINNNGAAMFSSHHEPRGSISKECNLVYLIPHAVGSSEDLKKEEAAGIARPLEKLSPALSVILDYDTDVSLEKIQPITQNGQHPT
#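 Calcium flux readout: force-coupled, inducible Hek293 Trex D1 line, cells induced overnight at 30 C with tetracycline, dye-loaded 30–90 min at RT. Antagonism scored against EC80 dopamine challenge given 180 s after compound.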
# TRHR ag = TRH receptor (human) agonism | activation, % at 2 µM | TRHR cells, calcium flux fluo-8, FDSS agonist mode | actives 0.18% (n = 360,000); also: 0% is about no effect
#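 TRHR-expressing cells, plated overnight in medium with 10% serum, were loaded with fluo-8 calcium dye at room temperature. After a 10 s baseline, library compound was pin-added and calcium release was recorded kinetically (ex 480/em 530) as agonist response.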
# D1 potentiator = human D1 dopamine receptor positive modulation | P21728 | HEK293 TREx D1 cells, calcium flux, dopamine EC20 potentiation | potentiation, % at 10 µM | actives 0.036% (n = 360,000); in the data active = potentiation above about 30%; also: 0% is about no effect
# RXFP1 antagonist = blocks the human relaxin receptor RXFP1 | Q9HBX9 | HEK293-RXFP1, relaxin-stimulated cAMP HTRF, 30 min; hits give low values | activity change, negative = inhibition, % at 57.5 µM | actives 0.59% (n = 350,000);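 active = activity change of -60% or lower, but not beyond a set lower limit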; also: % is scaled to controls: 0 for no effect and ±100 for the full control effect
# D2 PAM = positive allosteric modulators of human D2 dopamine receptor; HEK293 T-REx D2, calcium flux, EC20 dopamine potentiation; potentiation, % at 10 µM; actives 0.34% (n = 340,000); AID 485347;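 active = potentiation over 3 SD above the plate norm, cut at about 30% in these data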; also: 0% is about no effect
# Target sequence (P14416 whole entry, looked up): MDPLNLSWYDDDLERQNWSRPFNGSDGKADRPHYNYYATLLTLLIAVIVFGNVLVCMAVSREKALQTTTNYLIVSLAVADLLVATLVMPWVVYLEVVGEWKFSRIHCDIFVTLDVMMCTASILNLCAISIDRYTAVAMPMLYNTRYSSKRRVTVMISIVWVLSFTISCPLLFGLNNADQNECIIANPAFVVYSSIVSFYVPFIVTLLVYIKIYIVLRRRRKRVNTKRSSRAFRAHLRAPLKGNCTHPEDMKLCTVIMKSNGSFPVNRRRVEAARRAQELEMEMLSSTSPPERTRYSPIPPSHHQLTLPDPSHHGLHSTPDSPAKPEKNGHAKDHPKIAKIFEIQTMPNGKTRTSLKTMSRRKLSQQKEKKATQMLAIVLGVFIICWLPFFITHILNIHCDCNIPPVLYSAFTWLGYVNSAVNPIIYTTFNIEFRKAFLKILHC
#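 Potentiation of an EC20 dopamine calcium response is measured in a force-coupled, tetracycline-inducible Hek293 Trex D2 line. Compound-only kinetic reads over 180 s flag agonists before dopamine addition.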
# D1 agonist = activates the human D1 dopamine receptor. actives 1% (n = 360,000). P21728. HEK293 T-REx D1 cells, calcium flux, agonist mode. AID 504660. activation, % at 2 µM; also: 0% is about no effect
#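 Inducible HEK293 T-REx D1 cells, force-coupled to calcium signalling, were plated at 4000 cells/well with tetracycline and held overnight at 30 C. After no-wash calcium dye loading, compound-evoked calcium rise over 180 s flagged agonists.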
# D2 agonist = agonists of human D2 dopamine receptor; actives 0.53% (n = 340,000); HEK293 T-REx D2 cells, calcium flux agonist mode; activation, % at 2 µM; P14416;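 active = activation over 3 SD above normal in the single-dose calcium agonist read, cut at about 30% in these data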; also: 0% is about no effect
#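 In this primary screen, compounds producing a positive calcium signal within 180 s of addition to tetracycline-induced, force-coupled HEK293 Trex D2 cells are flagged; cells are dye-loaded with a no-wash calcium kit beforehand.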
# D2 antagonist = antagonizes the human D2 dopamine receptor; actives 2% (n = 340,000); inhibition, % at 10 µM; HEK293 TREx D2 cells, calcium flux, dopamine EC80; P14416; in the data active = inhibition above about 30%; also: 0% is about no effect
#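 Tetracycline-induced HEK293 T-REx cells expressing D2 force-coupled to calcium signalling were dye-loaded, exposed to compound for 180 s, then challenged with an EC80 of dopamine; calcium flux was followed kinetically for a further 180 s.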
# TRHR PAM = TRH receptor (human) allosteric enhancement. P34981. TRHR cells, fluo-8 calcium fluorescence, EC20 TRH enhancement. enhancement, % at 2 µM. actives 0.66% (n = 360,000). AID 493056; in the data active = enhancement above about 30%; also: 0% is about no effect
#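 TRHR-expressing cells loaded with fluo-8 calcium dye were read kinetically (ex 480/em 530) during compound addition, then stimulated with an EC20 of TRH (10 nM final). Enhancement of the Gq-mediated intracellular calcium response was scored.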
# * = called active by the depositor; nt = no result given. Rule as the data show it, unless noted: active = activation above about 30%; inactive = the rest.
item	structure	D2 agonist	D1 antag	RXFP1 antagonist	D2 antagonist	TRHR ag	D1 potentiator	D2 PAM	D1 agonist	TRHR PAM
1	O=C(Nc1ccccc1Cl)Oc1ccc(-c2ccccc2)cc1	0.3	-26	2	-24	-0.8	-8	-14	3	-5
2	O=C(NCCn1cc(SCc2ccc(F)cc2)c2ccccc21)c1ccccc1F	-0.1	-2	2	-23	-0.2	-10	6	5	10
3	O=S(=O)(N/N=C\c1cn(-c2ccccc2)nc1-c1ccccc1)c1ccccc1	1.8	0	-17	-12	-0.5	1	-6	0	-9
4	COc1ccc(-n2nc3c(c2NC(=O)c2c(F)cccc2Cl)CS(=O)C3)cc1 (stereo not drawn)	0.3	-6	nt	0	0.2	nt	5	2	0
5	Cc1cc(C)c(CN2CCC(n3nccc3NC(=O)C3CCCC3)CC2)cc1C	-1.1	-4	-5	-10	-0.5	-2	-9	1	-7
6	CN(C)S(=O)(=O)c1ccc(Cl)c(C(=O)NNC(=O)c2ccc3c(c2)OCO3)c1	-0.1	2	-8	12	-0.7	11	11	1	-4
7	CCCn1nnc(NC(=O)/C=C/c2ccco2)n1	0.6	6	-3	2	0.2	7	-7	1	2
8	Cc1cc(NC(=O)COC(=O)c2ccccc2[N+](=O)[O-])no1	0.8	-14	-2	-5	0.5	-4	9	5	-4
9	Cc1cc(O)c(C(=O)/C=C/c2ccccc2Br)c(=O)o1	0.3	8	-9	-10	1.3	13	1	8	0
10	CCN(C(=O)c1ccnc(C(C)(C)C)c1)c1ccccc1	-0.1	-14	0	11	-1.1	-7	2	3	-5
11	O=C(CCc1nc(-c2cccs2)no1)Nc1ccc([N+](=O)[O-])cc1	-0.8	-28	-16	nt	0.5	-1	10	14	-2
12	Cc1cc(-c2nc3ncccc3o2)ccc1N	-0.6	-9	-10	-14	0.5	-1	16	1	9
13	CCCc1c(C)c2ccc(OCC(C)=O)cc2oc1=O	1.2	3	-4	15	-0.9	-4	1	1	2
14	CNC(=O)NC(=O)C(C)OC(=O)CCCSc1nc2ccccc2s1 (stereo not drawn)	0.5	-1	-1	-11	-0.5	1	-7	-1	2
15	COC(=O)c1ccc(N2CCN(c3ccccc3)CC2)nc1	0.7	-17	0	-5	0.9	4	14	5	-6
16	C=CCSc1nc2sc(-c3ccccc3)cc2c(=O)n1N	0.6	8	-21	3	0.5	0	-1	3	-3
17	Cc1ccc2c(c1)N(S(=O)(=O)c1ccc(CN3C(=O)c4cccnc4C3=O)s1)CCO2	-0.1	-1	1	-1	0.5	-2	14	4	2
18	CC(C#N)Sc1ccc(S(=O)(=O)N2CCCCC2)cn1 (stereo not drawn)	0.3	-12	0	17	0.5	-5	2	3	-4
19	O=C(c1cccc(OC(F)F)c1)N1CCN(c2ncccn2)CC1	0.4	-5	-10	4	0.1	-1	0	0	-2
20	O=[N+]([O-])c1ccc(Sc2n[nH]c(-c3ccccc3)n2)nc1	0.3	0	10	-14	0.1	-1	3	1	4
21	C/C(CC(C)C)=N\Nc1ccc(S(N)(=O)=O)cc1[N+](=O)[O-]	-1.2	-19	-13	-10	-1.5	0	-4	5	-6
22	O=C(Nc1ccccc1Cc1ccccc1)c1oc2ccccc2c1COc1ccccc1	1.9	-14	-3	-5	1.5	-3	5	4	1
23	CN(CC(=O)Nc1ccc(F)cc1)C(=O)COC(=O)CNC(=O)c1sc2ccccc2c1Cl	0.3	-1	nt	1	-0.1	4	-11	1	4
24	Cc1nn(-c2ccc(Cl)cc2)c2sc(C(=O)c3c(N)n(C)c(=O)n(C)c3=O)cc12	0.7	6	-15	10	-0.1	-12	17	2	10
25	O=C(Nc1ccc2oc(-c3cccc4ccccc34)nc2c1)c1ncn[nH]1	-0.7	7	-35	14	0.6	10	0	3	-5
26	Cc1ccc(C)c(N2N=C(C(=O)Nc3cccnc3)CCC2=O)c1	-0.3	-18	2	-13	1.2	-1	5	3	4
27	N#C/C(C(=O)NCc1ccccc1)=C1/N=C(NC(=O)c2cccs2)c2ccccc21	1.0	2	13	-1	3.5	0	11	6	9
28	CN(C)S(=O)(=O)c1ccc(NC=C(C#N)C#N)cc1	-0.4	-16	17	2	-0.2	7	-15	0	3
29	O=C(CN(C(=O)CCC(=O)Nc1nccs1)c1ccc(F)cc1)NCc1ccccc1	0.0	12	-4	18	0.2	-3	6	2	-4
30	N#CCCN(C(=O)Nc1ccccc1)c1ccccc1	-1.4	-6	0	-6	-0.1	1	2	1	4
31	CC(C)CC(C(=O)Nc1cccc(O)c1)N1C(=O)c2ccccc2C1=O (stereo not drawn)	nt	-4	2	-12	0.7	-9	12	0	4
32	CC(=O)Nc1ccc(-c2nnc(SCC(=O)c3ccc4c(c3)Cc3ccccc3-4)n2C)cc1	-0.2	-1	-10	5	0.0	-2	-4	1	-6
33	CCOC(=O)c1cc(=O)[nH]c2ccccc12	0.9	6	-2	-8	1.3	-4	-8	0	7
34	NC(=O)C1CCN(CC(=O)Nc2cc(Cl)ccc2Oc2ccccc2)CC1	1.7	-12	-3	14	-0.8	2	4	3	4
35	O=C(CCCc1ccccc1)Nc1cccc2c1CCCC2	-1.1	-5	-6	-11	0.0	-7	1	4	12
36	COC(=O)Nc1sc2nc(C)cc(C)c2c1-n1cccc1	-1.3	6	1	-29	0.0	2	13	1	-2

# Sorted by molar mass (descending): part of the list above.
item	structure	D2 agonist	D1 antag	RXFP1 antagonist	D2 antagonist	TRHR ag	D1 potentiator	D2 PAM	D1 agonist	TRHR PAM
23	CN(CC(=O)Nc1ccc(F)cc1)C(=O)COC(=O)CNC(=O)c1sc2ccccc2c1Cl	0.3	-1	nt	1	-0.1	4	-11	1	4
32	CC(=O)Nc1ccc(-c2nnc(SCC(=O)c3ccc4c(c3)Cc3ccccc3-4)n2C)cc1	-0.2	-1	-10	5	0.0	-2	-4	1	-6
29	O=C(CN(C(=O)CCC(=O)Nc1nccs1)c1ccc(F)cc1)NCc1ccccc1	0.0	12	-4	18	0.2	-3	6	2	-4
22	O=C(Nc1ccccc1Cc1ccccc1)c1oc2ccccc2c1COc1ccccc1	1.9	-14	-3	-5	1.5	-3	5	4	1
24	Cc1nn(-c2ccc(Cl)cc2)c2sc(C(=O)c3c(N)n(C)c(=O)n(C)c3=O)cc12	0.7	6	-15	10	-0.1	-12	17	2	10
34	NC(=O)C1CCN(CC(=O)Nc2cc(Cl)ccc2Oc2ccccc2)CC1	1.7	-12	-3	14	-0.8	2	4	3	4
25	O=C(Nc1ccc2oc(-c3cccc4ccccc34)nc2c1)c1ncn[nH]1	-0.7	7	-35	14	0.6	10	0	3	-5
31	CC(C)CC(C(=O)Nc1cccc(O)c1)N1C(=O)c2ccccc2C1=O (stereo not drawn)	nt	-4	2	-12	0.7	-9	12	0	4
26	Cc1ccc(C)c(N2N=C(C(=O)Nc3cccnc3)CCC2=O)c1	-0.3	-18	2	-13	1.2	-1	5	3	4
36	COC(=O)Nc1sc2nc(C)cc(C)c2c1-n1cccc1	-1.3	6	1	-29	0.0	2	13	1	-2
28	CN(C)S(=O)(=O)c1ccc(NC=C(C#N)C#N)cc1	-0.4	-16	17	2	-0.2	7	-15	0	3
30	N#CCCN(C(=O)Nc1ccccc1)c1ccccc1	-1.4	-6	0	-6	-0.1	1	2	1	4
33	CCOC(=O)c1cc(=O)[nH]c2ccccc12	0.9	6	-2	-8	1.3	-4	-8	0	7

# Next structures
item	structure	D2 agonist	D1 antag	RXFP1 antagonist	D2 antagonist	TRHR ag	D1 potentiator	D2 PAM	D1 agonist	TRHR PAM
37	CC(=O)Nc1ccc(N=Nc2ccc(O)cc2)cc1	nt	-4	-10	nt	-0.5	4	nt	4	-1
38	O=C(c1cc2sccc2n1Cc1ccccc1)N1CCN(c2nc3ccccc3s2)CC1	-1.0	-15	-13	-14	1.1	0	0	5	7
39	Cc1ccccc1CN1CCC(n2nccc2NC(=O)CCOc2ccccc2)CC1	-0.1	-14	13	6	0.0	-2	-13	10	-11
40	Cn1c(-c2ccc(-c3ccccc3)cc2)c[nH]c1=S	-0.7	6	-22	0	-0.3	-1	5	0	16
41	CC12COC3(C(=O)Nc4ccc(Cl)cc4)CC1CCC32C (stereo not drawn)	0.2	15	-13	-12	0.8	1	-10	8	1
42	CCOC(=O)N1CCN(C(=O)CCS(=O)(=O)c2ccc(Br)s2)CC1	-0.2	-12	1	-2	0.2	1	12	1	-3
43	CCCOc1ccc(NC(=O)c2c(-c3ccccc3)noc2C)cc1	0.1	-7	nt	1	-0.4	-1	-7	3	11
44	CCN(CC)S(=O)(=O)c1ccc(N2CCOCC2)c(NS(=O)(=O)c2cccs2)c1	1.2	2	-9	2	0.2	7	-3	1	-6
45	O=S(=O)(NCC(c1ccccc1)N1CCc2ccccc21)c1ccccc1 (stereo not drawn)	0.2	6	-19	nt	-0.2	-4	0	-1	4
46	Cc1cc(NC(=O)CCC(=O)N(c2ccccc2)C(C(=O)NC2CCCCC2)c2cccs2)no1 (stereo not drawn)	1.0	-8	-13	-8	-0.6	-2	6	2	8
47	CN(c1ccccc1C(=O)Nc1ccccc1-c1ccccc1)S(C)(=O)=O	-1.3	7	6	-6	-0.4	-1	8	2	-7
48	Cn1cnc2c(N3CCCCC3)nccc21	-1.5	-6	nt	-3	-1.2	-11	-4	-2	10
49	CCCOc1ccc(N/C=C/C(=O)C(C)(C)C)cc1	0.4	7	-1	14	-0.2	2	-2	0	22
50	COc1ccc(-c2nc(CS(=O)CC(=O)NCc3cccnc3)c(C)o2)cc1OC (stereo not drawn)	nt	-3	-4	nt	0.3	-1	nt	1	5
51	CCOC(=O)C1(C)Oc2cccnc2NC1=O (stereo not drawn)	0.7	-4	5	3	-0.1	7	-11	1	4
52	Cc1cc2cc(CN(Cc3ccc4c(c3)OCO4)C(=O)c3ccco3)c(=O)[nH]c2cc1C	0.6	12	-5	11	-0.1	1	-7	3	14
53	COc1ccc(N2CCN(S(=O)(=O)CCNC(=O)COc3ccccc3C)CC2)cc1	-0.1	-2	-12	15	-0.5	-8	0	1	-12
54	C/C(=N\N1CCCCC1)c1ccccc1O	-0.4	-12	-2	9	1.7	-6	0	3	3
55	CCn1c(SC(C)C)nnc1C1CCN(S(=O)(=O)c2ccc(OC)cc2)CC1	-0.2	4	-12	-6	-0.7	-2	17	1	-2
56	Cc1ccc(Cn2c(=O)n(Cc3ccccc3)c(=O)c3oc4ccccc4c32)cc1	0.4	10	-15	nt	-0.4	-4	4	2	36*

# The order is random; overall some 7.1% were active at least once.
